RAD54 inh: inhibitors of human RAD54 branch migration, primary screen, biochemical, fluorescence, single point | DNA repair and recombination protein RAD54-like (Homo sapiens), Q92698 | RAD54 Holliday junction branch migration, FAM/BHQ fluorescence | inhibition, % at 10.4 µM | 360,000 compounds, 0.14% hits | AID 602329, 2012;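 active = mean normalized replicate activity at least 40 and at least half of replicates scoring 40 or more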;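 also: 0% = median of neutral control wells and 100% = median of positive control wells; inhibitors cause a drop in the FAM fluorescence signal; in these data hits start at about 50%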
PglD inh: C. jejuni PglD acetyltransferase inhibitors, primary screen, biochemical, DTNB colorimetric, single point; UDP-N-acetylbacillosamine N-acetyltransferase PglD (Campylobacter jejuni); purified PglD enzyme, DTNB colorimetric CoA detection; inhibition, % at 12.5 µM; 360,000 compounds, 0.098% hits; AID 602405, 2012; in the data active = inhibition above about 16%, passing the limit was not always enough; also: strong numbers were not always called active
E-sel inducer: E-selectin induction in HUVECs, primary screen, imaging, HUVEC, immunofluorescence imaging, single point | normalized: neutral wells 0, TNF-alpha wells 100 | activation, % at 7.58 µM | 260,000 compounds, 0.37% hits | AID 686992, 2013;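 active = mean E-selectin-positive cell signal at least 10% of the positive control, reached in at least 60% of replicates, without over 20% cell loss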;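 also: in these data hits start at about 27%; measured in HUVEC primary endothelial cells; signal is the percent of cells scored E-selectin positive by PE staining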
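Material: HUVEC primary endothelial cells; Amount: 3,000 cells per well; Dosing: single concentration; Medium: EGM-2 growth medium on 0.1% gelatin-coated wells; Read-out basis: percent E-selectin-positive cells; Signal: immunofluorescence imaging; Control set: TNF-alpha, DMSO.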
PGC1a acetyl inh: inhibitors of PGC1a acetylation signal, primary screen, cell-based, U2OS, AlphaScreen, inhibitor mode; AlphaScreen anti-acetyl-lysine; with virally co-expressed GCN5 acetyltransferase; inhibition, % at 15.6 µM; 350,000 compounds, 0.17% hits; AID 651687, 2012;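 active = every replicate shows inhibition of at least 40%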;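 also: 0% = neutral control wells and 100% = positive control wells; some results beyond the cut were filed as inactive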
RAD52 inh: RAD52 DNA annealing inhibitors, primary screen, biochemical, FRET, single point, set 2; AID 651710, 2012; inhibition, % at 18.7 µM; 360,000 compounds, 0.46% hits; DNA repair protein RAD52 homolog (Homo sapiens), P43351; recombinant RAD52 DNA annealing, FRET fluorescence;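 active = every replicate showing at least 50% inhibition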
Target sequence (P43351 whole entry, looked up): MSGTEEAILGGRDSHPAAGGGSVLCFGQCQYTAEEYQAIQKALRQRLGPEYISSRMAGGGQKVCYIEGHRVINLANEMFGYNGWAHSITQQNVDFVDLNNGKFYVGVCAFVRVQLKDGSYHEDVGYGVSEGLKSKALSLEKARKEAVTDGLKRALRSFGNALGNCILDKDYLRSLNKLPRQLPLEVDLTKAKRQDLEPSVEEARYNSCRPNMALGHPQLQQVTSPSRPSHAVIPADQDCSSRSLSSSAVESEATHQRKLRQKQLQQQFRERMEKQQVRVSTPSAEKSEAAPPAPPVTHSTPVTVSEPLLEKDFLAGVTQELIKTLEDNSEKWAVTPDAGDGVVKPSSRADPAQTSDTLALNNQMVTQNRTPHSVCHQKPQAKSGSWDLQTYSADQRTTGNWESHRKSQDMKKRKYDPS
Cneo AK release: Cryptococcus neoformans cell lysis inducers, primary screen, AK release luminescence, single concentration; C. neoformans lysis, adenylate kinase release luminescence, 4 h; normalised: neutral wells 0, clomiphene wells 100; lysis activity, % at 15 µM; 360,000 compounds, 0.2% hits; AID 651654, 2012;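 active = mean lysis activity across replicates of at least 80%, whatever share of replicates individually reach that level; inactive = mean lysis activity below 80%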
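Assay system: Cryptococcus neoformans yeast cells / Dosing: single-point compound dose / Timing: 4 h at 37 °C static, read 1 h later / Measured by: luminescence of released adenylate kinase using an AK detection reagent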
ERAP1 HTS inh: human ERAP1 aminopeptidase inhibitors, primary screen, biochemical, single point, plate reader. recombinant ERAP1, Leu-AMC fluorescence, 60 min. inhibition, % at 10.7 µM. 340,000 compounds, 0.15% hits. AID 652197, 2013;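 active = mean replicate inhibition of at least 30%, or all replicates individually reaching that 30% level; inactive = mean below 30% and not every replicate reaching it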;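 also: 0% = neutral control wells and 100% = L-leucinethiol positive control wells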
miR122 inh: miR-122 Renilla sensor signal increase in Huh7, primary screen, miR-122 inhibitor project, cell-based, single point, plate reader. AID 602342, 2012. activation (reporter increase), % at 12.5 µM. Huh7 miR-122 Renilla luciferase sensor, 48 h; neutral wells = 0, positive control = 100. 340,000 compounds, 0.3% hits;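 active = mean replicate activation score at least 90 and every replicate individually at or above 90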;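 also: higher luciferase means less miR-122 activity so hits act as miR-122 inhibitors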
Active calls of the source: *; · = not tested or not shown; [ ] = remark or other dose.

SMILES | RAD54 inh | PglD inh | E-sel inducer | PGC1a acetyl inh | RAD52 inh | Cneo AK release | ERAP1 HTS inh | miR122 inh
Cc1ccc(S(=O)(=O)NC[C@H]2O[C@@H](n3ccc(N)nc3=O)[C@H](O)[C@@H]2O)s1 | · | · | 1.1 | -6 | -8 | · | 0 | -3
O=C(N/N=C/c1cccc2ccccc12)c1ccc(CN2CCOCC2)cc1 | 4 | 1 | 0.9 | -3 | -14 | 0 | -5 | ·
CC(C)(C)c1ccc(C(=O)NNC(=S)NC(=O)c2cccnc2)cc1 | 2 | 4 | 0.0 | · | -9 | -2 | 5 | ·
O=C(CSc1nnc(NC(=O)c2ccco2)s1)Nc1ccc(F)cc1 | 5 | 11 | -0.1 | · | 4 | 0 | 1 | 1
COC(=O)C1=C(C)N(C)C(=S)NC1c1c(OC)ccc2ccccc12 (configuration not stated) | -1 | · | -1.2 | 10 | -14 | 1 | -4 | -9
CCN1/C(=C/c2cccc[n+]2C)Sc2ccc(OC)cc21 | 46 | -5 | 0.1 | · | 38 | 3 | 4 | ·
CCCNC(=O)C[C@@H]1C[C@H]2c3cc(NC(=O)CN(C)C)ccc3O[C@H]2[C@H](CO)O1 | -18 | -2 | -0.2 | -3 | · | 0 | · | 2[16.7 µM]
Cc1ccc(CNC(=O)CN2CCC(C(N)=O)CC2)cc1 | 1 | -5 | · | 5 | · | 1 | · | 2
C=CCNc1oc(-c2ccc(-c3ccccc3)cc2)nc1C#N | -2 | 1 | · | · | · | -3 | · | -15
O=C(O)C[C@H]1c2cc(C(F)(F)F)ccc2S(=O)(=O)N1Cc1ccccc1 | 0 | 0 | -0.2 | · | -17 | 4 | 2 | ·
COc1ccc(C(=O)NCCCNC(=O)c2cc3ccccc3[nH]2)cc1OC | -12 | -4 | -0.1 | -1 | -12 | 5 | 3 | -7
O=C(Nc1cccc(F)c1)/C(=C/c1ccco1)NC(=O)c1ccco1 | -10 | 3 | 0.0 | · | -47 | 1 | 0 | ·
C/C(Cc1ccccc1)=N\NC(=O)CNC(=O)c1ccc(Cl)cc1Cl | -2 | -4 | · | -1 | 16 | 1 | · | -6
Nc1nncn1C(=O)c1cccs1 | -9 | -3 | · | -35 | · | 1 | · | -4
CCN(CC1CCCO1)C(=O)c1cc(COc2cc(C)c(Cl)c(C)c2)on1 (configuration not stated) | -4 | 3 | · | 3 | -19 | 12 | -1 | 5
COc1ccccc1N1CCN(C(CNS(=O)(=O)c2cccs2)c2cccnc2)CC1 (configuration not stated) | 9 | -4 | -0.4 | -1 | 0 | 2 | 4 | -1
CC(C)NC(=O)N1[C@H](CO)[C@@H](c2ccc(C#CC3CC3)cc2)[C@@H]1C#N | -11 | 1 | -0.3 | 1 | -57 | 2 | -2 | ·
C[C@@H](NC(=O)C[C@@H]1C=C[C@@H](NC(=O)C2CC2)[C@@H](CO)O1)c1ccccc1 | -5 | 3 | -0.1 | 4 | 0 | -1 | 0 | ·
CC12CCC(C(=O)N(CCCN3CCN(Cc4ccccc4)CC3)C1=O)C2(C)C (configuration not stated) | -5 | 2 | 0.3 | 1 | -12 | 1 | 1 | 2
C[C@H](CO)N1C[C@H](C)[C@@H](CN(C)C(=O)[C@H](Cc2ccccc2)N(C)C)OCc2ccccc2-c2c(n(C)c3ccccc23)C1=O | 2 | 2 | -0.1 | 7 | 11 | -1 | 0 | ·
O=C(c1ccccc1F)N1CC2(C1)[C@H](c1ccccc1)[C@H](CO)N2CC1CCCC1 | · | · | -0.1 | -1 | -68 | · | 4 | ·
O=C(COc1ccccc1)N=C1SC2CS(=O)(=O)CC2N1CCc1ccccc1 (configuration not stated) | 6 | 2 | · | -9 | -26 | 10 | 2 | -2
CCCCC(=O)NCCNc1nc2c(c(=O)n(C)c(=O)n2C)n1Cc1ccccc1 | -3 | 3 | · | · | · | -1 | · | -4
O=C(Nc1ccccc1)Nc1ccc2c(c1)[C@H]1C[C@@H](CC(=O)N3CCOCC3)O[C@H](CO)[C@H]1O2 | -9 | 12 | 0.1 | 4 | · | -3 | · | 3[16.7 µM]
C[C@@H]1CN([C@@H](C)CO)C(=O)c2cc(NC(=O)C3CCCCC3)ccc2O[C@@H](C)CCCCO[C@H]1CN(C)C(=O)Nc1cccc2ccccc12 | 3 | 0 | 0.1 | -37 | -9 | 1 | -1 | 60[16.7 µM]
COc1cc(C(=O)Nc2nnc(C)s2)cc(OC)c1OC | 4 | -2 | -0.1 | · | -7 | -1 | 4 | ·
O=C(O)c1[nH]c2ccccc2c1NS(=O)(=O)c1ccc(F)cc1 | -4 | -1 | · | · | -6 | 2 | 0 | ·
CCCCn1nnnc1C(c1cccc(OC)c1OC)N1CCN(C/C=C/c2ccccc2)CC1 (configuration not stated) | -1 | -4 | · | 17 | -21 | 1 | -4 | 46
CCN(CC)c1ccc(C(=O)NNC(=O)C2CCN(c3ncnc4sc(C)c(C)c34)CC2)cc1 | 8 | 4 | 0.3 | 8 | -33 | 2 | 0 | -2
CCOC(=O)CSc1nc2ccc(Nc3nc(N4CCOCC4)nc(N4CCOCC4)n3)cc2s1 | -1 | 5 | · | 7 | · | -2 | · | -18
CCCCCCCCNS(=O)(=O)CCNCCc1ccccc1 | -6 | 2 | 0.4 | -6 | 34 | 7 | -2 | 3
COc1ccc(N2CCCCn3c2nc2c3c(=O)n(C)c(=O)n2C)cc1 | 7 | 3 | -2.2 | -3 | · | -2 | · | -5
CC(C)(C)S(=O)(=O)N1Cc2cc(=O)n(Cc3ccccc3)c(CCO)c2[C@H]1CCO | -8 | 0 | · | 11 | -14 | -1 | -2 | 0
Cc1cc(NC(=O)CCC(=O)N(c2ccccc2)C(C(=O)NC2CCCC2)c2ccccc2F)no1 (configuration not stated) | 7 | 1 | 0.1 | 4 | 2 | 1 | -4 | -2
C[C@H](CO)N1C[C@H](C)[C@H](CN(C)S(=O)(=O)c2cccs2)Oc2ncc(-c3ccccc3)cc2C1=O | 3 | -34 | 0.4 | -7 | 0 | 7 | -1 | 1[16.7 µM]
CN(C)c1cccc(C(=O)NCc2ccc3c(c2)OCO3)c1 | -9 | -4 | 29* | · | -24 | -2 | -5 | ·
CCOC(=O)C(C)N1N=C(/C=C/c2ccc(C)cc2)CCC1=O (configuration not stated) | 1 | -2 | · | 4 | · | 1 | · | 0
O=C(NC(=S)Nc1ccc(CN2CCOCC2)cc1)c1cccc(F)c1 | 2 | 0 | -0.1 | · | -3 | -2 | -1 | ·
CSc1cc(C)nc(N(C)C(C)=O)n1 | 4 | -1 | · | 4 | -14 | -7 | 1 | 3
CC(C)Oc1ccc(C(=O)NC2CCS(=O)(=O)C2)cc1 (configuration not stated) | -6 | 3 | · | · | -6 | -1 | 3 | ·
CC12COC3(C(=O)Nc4ccc(F)cc4)CC1CCC32C (configuration not stated) | -1 | 0 | · | -1 | · | -4 | · | -5
CCN1[C@@H]2Cn3c(ccc(-c4cccc(OC)c4)c3=O)[C@H]1[C@@H](C(=O)N(C)C)[C@@H]2CO | -6 | 1 | -0.1 | · | -1 | -2 | 2 | ·
Cc1ccc(NC(=O)c2ccc(CN3CC(=O)N4CCCCC4C3=O)cc2)c(C)c1 (configuration not stated) | -6 | 0 | 0.8 | -9 | -3 | 1 | 2 | -2
O=C(NC1(O)C(=O)c2ccccc2C1=O)c1ccc(C(F)(F)F)cc1 | 7 | 1 | 0.0 | 5 | 8 | -1 | 3 | 8
CCN(c1ccccc1)S(=O)(=O)c1ccc(Cl)c(C(=O)OCC(=O)c2[nH]c(C)c(C(C)=O)c2C)c1 | 3 | 6 | 1.1 | -16 | -30 | -2 | 0 | 1
N#C[C@@H]1[C@@H](c2ccc(-c3cncnc3)cc2)[C@H](CO)N1C(=O)C1CCC1 | -7 | 0 | -0.4 | 3 | -48 | -1 | 1 | ·
COCCNC(=S)N1CCc2cc(OC)c(OC)cc2C1COc1ccc(F)cc1 (configuration not stated) | 1 | 0 | · | 3 | -15 | -3 | -10 | 14
COc1ccc(OC)c(-c2nc(C(=O)NCC3CCCO3)cc3c2[nH]c2ccccc23)c1 (configuration not stated) | -6 | 3 | · | -41 | -22 | -7 | · | 15
O=C(Cn1nc(-c2ccc(Cl)cc2)c2ccccc2c1=O)NN1CCOCC1 | 0 | 7 | · | -4 | -16 | 1 | · | 1
CC/C(=N\NC(=O)c1c(-c2ccccc2)noc1C)c1ccc(C)o1 | -9 | -9 | · | · | · | -7 | · | -9
CC(C)C(NC(=O)c1ccc(Cl)cc1)C(=O)O (configuration not stated) | 3 | 0 | · | 11 | · | -1 | · | 3
COc1ccc(CCNC(=O)CCCn2ncn3c(cc4occc43)c2=O)c(OC)c1 | · | · | 0.0 | 7 | -13 | · | -2 | -4
Cn1cnnc1SCCC(=O)Nc1ccc(Cl)cc1 | -8 | -4 | · | -2 | · | -3 | · | -18
COc1ccc(CNC(=O)C(C)N2C(=O)COc3ccc(C)cc32)c(OC)c1 (configuration not stated) | -11 | -5 | -1.8 | -16 | -8 | 2 | · | -3
CCCNC(=O)N1[C@@H]2CN(C(=O)C3CCOCC3)c3ccccc3[C@@H]2[C@@H]1CO | 1 | -2 | -0.3 | 3 | 20 | -2 | 2 | -12[16.7 µM]
COc1ccccc1-c1cn(CC[C@H]2CC[C@@H](NC(=O)C3CCCCC3)[C@H](CO)O2)nn1 | -3 | 3 | -0.1 | -16 | -3 | -1 | 0 | ·
CCOc1ccc(-c2c(C(=O)N/N=C/c3ccncc3)nnn2-c2nonc2N)cc1 | -8 | -5 | · | · | -1 | 1 | -2 | ·
O=C1[C@H]2CCCC[C@H]2C(=O)N1CCCCN1CCN(c2nsc3ccccc23)CC1 | -1 | 4 | 1.3 | -9 | -7 | 0 | -5 | 8

Compounds were not picked by outcome. Share with any hit: about 1.4%.
